PLK1 PBD inh = qHTS for Inhibitors of PLK1-PDB (polo-like kinase 1 - polo-box domain): Primary Screen; AID 720504, 2013; Serine/threonine-protein kinase PLK1 (Homo sapiens), P53350; hit rate 2.8% among 360,000; Plk1 PBD binding of FITC phosphopeptide, fluorescence polarization; Potency, µM, without a hit: max response, negative = inhibition, hits mostly inhibitors; also: potency is read from the fitted curve at half-maximal effect; series mostly up to about 57 µM; % is scaled to controls: 0 for no effect and ±100 for the full control effect; nearly all actives have a fitted effect of over 65% in size
PI5P4Ka inh = qHTS for Inhibitors of phosphatidylinositol 5-phosphate 4-kinase (PI5P4K). Phosphatidylinositol 5-phosphate 4-kinase type-2 alpha (Homo sapiens), P48426. PI5P4Kalpha enzyme, ADP-Glo luminescence, 60 min; stronger effect = lower value. max response, %. hit rate 1.2% among 330,000; active = max response of -50% or lower; inconclusive = between -30% and -50%; inactive = -30% or higher; also: value at the top dose of about 77 µM; % is scaled to controls: 0 for no effect and ±100 for the full control effect
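Single end-point luminescence (ADP-Glo) quantified ADP from PI5P4Kalpha turnover; ATP 5 microM final, 1 h at RT, 0.1% CHAPS and 0.28 mM EGTA in HEPES pH 7.4.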
IL-2 act = qHTS of IL-2 Activators; IL-2 activation reporter assay, cell-based qHTS; stimulated with anti-CD3/CD4/CD28 beads; in transgenic mouse T cells; activation, % (series mostly up to about 46 µM); hit rate 0.065% among 360,000; AID 652025, 2013; in the data active = activation above about 50%; inconclusive = mostly about 30% to 49%; also: 0% is about no effect
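Using fluorescent plate cytometry, EGFP and DsRed are detected in transgenic mouse T cells stimulated 18 h at 37 degrees C with antibody-coated beads after 60 min compound pretreatment.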
WRN helicase inh = qHTS for Inhibitors of WRN Helicase | Bifunctional 3'-5' exonuclease/ATP-dependent helicase WRN (Homo sapiens), Q14191 | WRN helicase unwinding, fluorescent forked duplex, kinetic | Potency, µM (series often up to 114 µM), for the others: at the highest dose activity change, negative = inhibition, hits mostly inhibitors | hit rate 0.46% among 360,000 | AID 651768, 2012; also: potency is read from the fitted curve at half-maximal effect; % is scaled to controls: 0 for no effect and ±100 for the full control effect; nearly all actives have a fitted effect of over 55% in size
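WRN at 20 nM final preincubated with compound 15 min at room temperature; reaction started with 100 nM fluorophore/quencher forked duplex oligonucleotide and 2 mM ATP final. Unwinding followed kinetically by red fluorescence (ex 525, em 598 nm).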
CCT chaperon mod = High-Throughput Screening for Modulators of Cytosolic Chaperonin Activity; purified chaperonin ATPase assay, HTRF ADP detection, 30 min; activity change, % (concentration not given with the values), hits read low; hit rate 0.3% among 360,000; AID 651819, 2012; in the data active = activity change below about -30%; also: % is scaled to controls: 0 for no effect and ±100 for the full control effect
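We incubate TRiC, 40 or 20 nM final, with library compounds at 76 uM and 10 uM ATP for 30 min at 37 °C. ADP formed is detected with Transcreener HTRF reagents after 30 min at room temperature.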
EPAC2 ag = qHTS for Agonist of cAMP-regulated guanine nucleotide exchange factor 4 (EPAC2): primary screen. Rap guanine nucleotide exchange factor 4 (Homo sapiens), Q8WZA2. EPAC2 activation, biochemical qHTS; response scale: 100% = 6.5 mM cAMP response. Potency, µM (titrated, usually from 154 µM), for the others: top-dose activation, usual class: activators. hit rate 0.079% among 360,000. AID 720711, 2013; also: potency is read from the fitted curve at half-maximal effect; nearly all actives have a fitted effect of over 50% in size
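Guanine nucleotide exchange by EPAC2 is measured as reduced fluorescence of BODIPY-GDP once it is released from 250 nM Rap1B. Plates are read kinetically for 30 min at room temperature; results are scaled to 6.5 mM cAMP.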
EPAC1 ag = qHTS for Agonist of cAMP-regulated guanine nucleotide exchange factor 3 (EPAC1): primary screen | EPAC1 agonist qHTS, biochemical assay; response scale: 100% = response to 6.5 mM cAMP | Rap guanine nucleotide exchange factor 3 (Homo sapiens), O95398 | AID 720707, 2013 | hit rate 0.073% among 360,000 | Potency, µM (top dose mostly 154 µM), for inactives: at the highest dose activation, most hits filed as activators; also: potency is read from the fitted curve at half-maximal effect; nearly all actives have a fitted effect of over 60% in size
Target sequence (O95398 whole entry, looked up): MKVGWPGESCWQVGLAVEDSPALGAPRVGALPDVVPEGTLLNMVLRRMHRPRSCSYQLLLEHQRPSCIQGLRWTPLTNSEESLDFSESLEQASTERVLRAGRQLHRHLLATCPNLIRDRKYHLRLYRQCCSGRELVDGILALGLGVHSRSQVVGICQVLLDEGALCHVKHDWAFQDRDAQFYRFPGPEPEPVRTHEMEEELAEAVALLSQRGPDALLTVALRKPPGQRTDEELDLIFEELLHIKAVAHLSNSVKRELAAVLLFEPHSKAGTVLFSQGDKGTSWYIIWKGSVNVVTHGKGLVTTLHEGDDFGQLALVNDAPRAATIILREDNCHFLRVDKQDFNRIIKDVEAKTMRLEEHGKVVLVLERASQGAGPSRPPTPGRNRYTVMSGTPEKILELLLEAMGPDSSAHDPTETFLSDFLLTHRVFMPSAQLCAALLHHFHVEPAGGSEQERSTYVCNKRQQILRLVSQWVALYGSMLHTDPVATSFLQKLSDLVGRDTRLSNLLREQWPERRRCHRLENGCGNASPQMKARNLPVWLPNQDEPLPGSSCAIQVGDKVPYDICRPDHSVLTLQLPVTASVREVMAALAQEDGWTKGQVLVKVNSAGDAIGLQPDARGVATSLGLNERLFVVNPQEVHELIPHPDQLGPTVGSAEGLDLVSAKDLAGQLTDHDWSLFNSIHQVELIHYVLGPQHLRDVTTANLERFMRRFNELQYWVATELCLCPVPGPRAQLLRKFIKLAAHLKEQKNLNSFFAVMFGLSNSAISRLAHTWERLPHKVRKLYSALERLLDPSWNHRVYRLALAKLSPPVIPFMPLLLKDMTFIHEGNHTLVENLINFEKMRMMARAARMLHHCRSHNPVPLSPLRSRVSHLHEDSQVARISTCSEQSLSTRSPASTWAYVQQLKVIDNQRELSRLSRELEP
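Fluorescent GDP-exchange assay: 100 nM EPAC1 with 250 nM Rap1B preloaded with BODIPY-GDP and 50 uM GDP; compounds tested as concentration series, 5 min at room temperature, then read every 5 min for 30 min (ex 480/em 540 nm); normalized to 6.5 mM cAMP.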
EPAC1 antag = qHTS for Antagonist of cAMP-regulated guanine nucleotide exchange factor 3 (EPAC1): primary screen; Rap guanine nucleotide exchange factor 3 (Homo sapiens), O95398; EPAC1 GEF assay, Rap1b-BODIPY-GDP exchange fluorescence; Potency, µM (series often up to 115 µM), for inactives: top-dose activity change, negative = inhibition, actives largely listed as inhibitors; hit rate 0.14% among 360,000; AID 720709, 2013;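 also: potency is read from the fitted curve at half-maximal effect; plate controls were vehicle for no effect and positive control for full effect; nearly all actives have a fitted effect of over 50% in size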
* hit, by the source's call; ? = inconclusive; / = no result given; & = joins results of further samples; ! = repeats disagree; [ ] = dose if it differs, or a comment. Unless noted, calls follow the shape of the dose curve; as a rule, active = well fitted curve in the direction sought with a large enough effect; inconclusive = small, poorly fitted or top-dose-only effect, or another doubt; inactive = no such curve, though single readings can be large; an effect the other way counts as inactive or inconclusive. The list is partial (hit frequency here may not be typical).

Start of the data: the first two records, ahead of the listing:
Values run as follows: PLK1 PBD inh	PI5P4Ka inh	IL-2 act	WRN helicase inh	CCT chaperon mod	EPAC2 ag	EPAC1 ag	EPAC1 antag
> Cc1ccc(NC(=O)CCC(=O)N/N=C/c2ccco2)c(C)c1
 : 0%	-2	-3.6	-14%	0.1	-1%	-7%	7%
> CC(C)NC(=O)c1ccccc1NC(=O)Cc1ccc(Br)cc1
 : -9%	1	-0.9	-7%	-1.1	-4%	-9%	-4%

This part in full (from the top)
Values run as follows: PLK1 PBD inh	PI5P4Ka inh	IL-2 act	WRN helicase inh	CCT chaperon mod	EPAC2 ag	EPAC1 ag	EPAC1 antag
> Cc1ccc(NC(=O)CCC(=O)N/N=C/c2ccco2)c(C)c1
 : 0%	-2	-3.6	-14%	0.1	-1%	-7%	7%
> CC(C)NC(=O)c1ccccc1NC(=O)Cc1ccc(Br)cc1
 : -9%	1	-0.9	-7%	-1.1	-4%	-9%	-4%
> COc1ccc(OC)c(S(=O)(=O)N2CCC(C(=O)NCCc3ccccc3)CC2)c1
 : -3%	/	-0.6	-6%	3.0	9%	-1%	-1%
> CCOC(=O)N1CCN(CCC(=O)Nc2cccc(Br)c2)CC1
 : -2%&-8%	9	-1.8&-2.2	2%&3%	-96*!	12%&14%	4%&-5%	4%&2%
> COc1ccc(CNC(=O)C23CC4CC(CC(Br)(C4)C2)C3)cc1
 : 4%	2	-0.2	-6%[57.1 µM]	-0.7	-3%	-14%	-25%
> CSc1nsc(SCCN2C(=O)c3ccccc3C2=O)n1
 : -15%	2	0.1	-28%	0.2	17%	9%	-11%
> O=C(CCl)N(Cc1ccccc1)c1ccccc1
 : -11%	2	-2.8	-13%	-0.5	10%	8%	7%
> Cn1c(SCC(=O)Nc2ccc(F)cc2)nc2c(c1=O)SCC2
 : -1%	-7	-0.5	2%	-0.1	0%	-7%	3%
> Cc1cccn2c(N)c(-c3ccccc3)nc12
 : 0%	7	-1.3	1%	-1.3	9%	-7%	4%
> COCCNCc1ccc(Cl)cc1Cl
 : ?	6	-1.0	-7%	-0.2	9%	10%	3%
> O=C1C=C(c2ccnc3cc(Cl)ccc23)C[C@@H](c2ccc3c(c2)OCO3)C1
 : -17%	6	-4.4	-4%	-1.5	4%	-8%	-16%
> CC1(C)Cc2c(c(-c3ccco3)[nH]c(=O)c2C#N)CO1
 : -10%	-8	-1.7	1%	2.2	7%	-5%	8%
> N#CC(=C1NC(=O)c2ccccc21)c1nc2ccccc2n1CCO
 : -10%	1	-3.9	9%	0.7	-215%[inhibitor]	-268%[inhibitor]	44%[activator]
> O=C(NCc1ccc(Cl)cc1)c1noc2c1CCCC2
 : 4%	/	-2.1	-6%	-2.2	12%	5%	1%
> Cc1noc(NS(=O)(=O)c2ccc(NC(=O)CCC3CCCCC3)cc2)c1C
 : -5%	-7	-2.8	6%	-1.6	-1%	-1%	-3%
> Cc1ccc(S(=O)(=O)c2cc(OC(=O)c3ccco3)ccc2OC(=O)c2ccco2)cc1
 : -3%	7	-0.3	-6%	1.3	1%	13%	-5%
> COc1cc(S(=O)(=O)Nc2ccccc2C)ccc1Cl
 : 1%	4	-1.4	-12%[57.1 µM]	2.7	6%	-1%	10%
> C=CC12C=CC=CN1C(C(=O)OC)=C(C(=O)OC)C(C(=O)OC)=C2C(=O)OC (stereo not given)
 : -1%	-4	-0.2	-4%	-2.6	-6%	0%	-1%
> Cc1cccc2nc(-c3ccccc3)nc(N[C@@H](CO)c3ccccc3)c12
 : 5%	13	-0.3	-2%	-2.7	19%	12%	5%
> COc1ccc(/C=C/C(=O)OCC(=O)N(C)CC(=O)Nc2ccc(C)cc2)c(OC)c1
 : 3%	-7	-0.6	-5%	0.0	-10%	8%	-8%
> CCOC(=O)c1cn(-c2ccc([N+](=O)[O-])cc2)c2cc(Cl)c([N+](=O)[O-])cc2c1=O
 : -7%	3	1.1	0%	-2.0	9%	10%	7%
> CCOc1cc(C(=S)N2CCCCC2)ccc1OS(=O)(=O)c1ccc(Br)cc1
 : -2%	/	-2.6	-3%	-2.3	7%	6%	13%
> O=C(NCc1ccncc1)c1cc(C(=O)C2CCCCC2)c[nH]1
 : 0%	1	-3.6	-22%	3.8	0%	-3%	5%
> O=C(OCc1ccc(O)cc1)c1c(-c2ccsc2)oc2ccc(N3CCOCC3)cc12
 : -8%	4	-2.7	-5%	-3.6	19%	-7%	-5%
> O=C(C[C@H]1C/C=C\CCC(=O)OC[C@H]2CCCN2C1=O)NCCO
 : 12%	0	-0.3	9%	-2.0	-3%	0%	-4%
> COCCOC(=O)C1=C(C)NC(=O)NC1c1cccc2ccccc12 (stereo not given)
 : 0%	7	0.0	7%	1.0	3%	-10%	-10%
> COc1ccc(-c2nc(-c3cccc(C)c3)[nH]c(=O)c2C#N)cc1
 : -17%	-15	4.1	-6%	-1.0	-7%	0%	-4%
> O=C(COC(=O)c1ccc[nH]c1=O)c1ccc(Cl)s1
 : -8%	-8	0.3	-4%	-3.5	7%	13%	-1%
> Cc1cc(C)cc(-n2c(=O)c3sccc3n(CC(=O)NCc3ccco3)c2=O)c1
 : -9%	/	-1.3	-3%	-0.9	7%	-2%	-2%
> CCOc1c(C(N)=O)c(-c2ccccc2)c2c(=O)[nH]c3ccccc3n12
 : -6%	-7	-0.2	2%	-3.4	?	3%	-11%

Remaining list, next part
Values run as follows: PLK1 PBD inh	PI5P4Ka inh	IL-2 act	WRN helicase inh	CCT chaperon mod	EPAC2 ag	EPAC1 ag	EPAC1 antag
> CC(C)(Oc1ccc(Cl)cc1)C(=O)O
 : 0%	-3	0.8	10%	0.9	0%	-15%	-17%
> COc1ccc(-n2c(SCC(N)=O)nc3sc4c(c3c2=O)CCC4)cc1
 : -1%	20	-3.8	8%	-2.2	-2%	-6%	5%
> CC(C)c1ccc(CN2CCC(C(=O)NCc3cccnc3)CC2)cc1
 : -6%	1	-1.7	-4%	-3.0	-2%	4%	2%
> COc1ccc(OC)c(S(=O)(=O)NCc2nc3nc(C)cc(C)n3n2)c1
 : -4%	0	-0.7	-10%	-0.8	7%	17%	5%
> O=C(Nc1ccc(O)c2c(=O)cc(-c3ccccc3Cl)oc12)c1ccccc1Cl
 : -5%	2	-0.2	-1%	-2.8	10%	0%	0%
> COCCN(C(=O)CCC(=O)Nc1cc(C)on1)C(C(=O)NC(C)(C)C)c1ccccc1Cl (stereo not given)
 : 6%	-1	-1.9	-2%	0.5	-3%	8%	-11%
> Cc1noc(C)c1S(=O)(=O)N(C)C[C@H]1Oc2c(NC(=O)Nc3ccccc3)cccc2C(=O)N([C@H](C)CO)C[C@@H]1C
 : -11%	-1	0.2	-1%	0.9	-7%	3%	0%
> CN(c1ccccc1)S(=O)(=O)c1ccc(C(=O)NCc2ccco2)cc1
 : -8%	7	-3.5	-6%	0.2	1%	16%	5%
> O=C(NCCCNC(=O)c1cnccn1)c1ccc(Cl)c(Cl)c1
 : -10%	4	-0.2	-4%	-7.3	8%	14%	8%
> CC(C)Cn1c(SCC(=O)NC(=O)NC2CCCC2)nc2ccccc21
 : -2%	/	-1.1	-18%	-0.9	-2%	11%	-8%
> CC(C)NC(=O)c1cc(-n2cnnc2)ccc1Cl
 : -1%	/	0.3	8%	0.9	1%	-2%	2%
> CCC1(C(=O)c2ccc(Cl)cc2)C2c3ccccc3OC(=O)C21C(=O)Nc1ccccc1 (stereo not given)
 : -11%	-3	-3.6	-17%	-1.6	13%	1%	?
> COc1ccc(C2/C=C\CN(C(=O)Oc3ccccc3)CC(=O)N2Cc2ccc(F)cc2)cc1 (stereo not given)
 : -16%	1	3.6	0%	-0.6	8%	-16%	-11%
> CC(=O)Cn1ncc(N2CCOCC2)c(Cl)c1=O
 : -29%	-4	2.1	-6%	1.1	-6%	0%	-17%
> Cc1ccc(/C=C/C(=O)Nc2ccc(S(=O)(=O)Nc3ncccn3)cc2)cc1
 : -13%	-15	-1.0	12%	0.1	4%	-6%	0%
> O=[N+]([O-])c1cccc(P(=O)(O)c2cccc([N+](=O)[O-])c2)c1
 : -5%	-5	-0.1	1%	1.3	5%	7%	-7%
> COc1ccc(C)cc1NC(=O)CNC(C)C(=O)Nc1cc(Cl)ccc1Cl (stereo not given)
 : 9%	1	1.3	-5%	1.4	9%	4%	-19%
> COc1ccc(CCN(C(=O)c2ccco2)C(C(=O)NC2CCCC2)c2ccncc2)cc1OC (stereo not given)
 : -4%	-5	-0.5	-4%	-2.5	-4%	-12%	-4%
> CCCC1=NN(C(=O)Cc2ccc(OC)c(OC)c2)C(O)(C(F)(F)F)C1 (stereo not given)
 : -6%	3	0.8	2%	0.5	1%	-8%	10%
> O=C(COc1ccc(Cl)cc1Cl)Nc1ccc2nc3n(c(=O)c2c1)CCCC3
 : -3%	7	-0.5	10%	-3.7	-84%[15.6 µM]	0%	0%
> COc1cccc(C(O)c2ncc(-c3cccc(C(F)(F)F)c3)[nH]2)c1 (stereo not given)
 : 0%	11	-0.5	-10%	0.5	-2%	-5%	-5%
> COc1cc(NC(=O)c2cc3c(Cl)nc4ccccc4c3s2)cc(OC)c1OC
 : -1%	1	-1.8	-10%	-0.6	3%	10%	-18%
> CCC1CCc2c(sc(NC(=O)c3cccnc3)c2C(N)=O)C1 (stereo not given)
 : -16%	2	-3.0	-2%	-0.3	4%	2%	0%
> O=C(Cn1cnc2c(OCc3ccccc3)ncnc21)N1CCN(c2ccccn2)CC1
 : -3%	-1	-0.2	-3%	0.5	-3%	-1%	-9%
> CCC1CCCCN1CCCNC(=O)CC1Oc2ccccc2NC1=O (stereo not given)
 : -13%	7	-1.3	-1%	-5.0	8%	-13%	-7%
> C=CCn1c(O)c(C(CC)=NCc2cccnc2)c(=O)[nH]c1=O
 : -6%	0	-0.8	1%	-1.2	-4%	4%	-3%
> COC(=O)Cc1cc(=O)n2[nH]c(C)cc2n1
 : 2%	7	3.2	-17%	3.3	-3%	0%	-10%
> COc1ccc(/C=N/NC(=O)c2ccoc2C)cc1COc1ccc(Cl)cc1
 : -3%	15	-0.1	-14%	-3.0	11%	15%	-9%

Screens (PubChem)
